Kir21 inh: blocks the mouse Kir2.1 inward-rectifier potassium channel. 310,000 compounds, 0.85% hits. B-score at 10 µM. HEK293-Kir2.1, FluxOR thallium flux fluorescence; stronger effect = lower value;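 active = fluorescence ratio B-score at or below minus 3 SD of library scores, with starting-brightness B-score within 2 SD, cut at about -4.2 in these data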;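 also: channel flux triggered by added potassium and thallium sulfate stimulus; B-score of peak minus minimum fluorescence over baseline after thallium stimulus; more negative B-score means stronger Kir2.1 block with less thallium influx; some compounds called inactive have numbers as strong as hits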
KCNQ2 block: KCNQ2 channel blockers in CHO-K1 cells – cell-based, FluxOR thallium flux, B-score, primary screen (AID 2156); O88943; 20 min; stronger effect = lower value; B-score at 10 µM; 310,000 compounds, 1.1% hits;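 active = fluorescence ratio B-score at most minus 3 library SDs, with starting brightness B-score within 2 library SDs, cut at about -5.5 in these data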
Target sequence (O88943 whole entry, looked up): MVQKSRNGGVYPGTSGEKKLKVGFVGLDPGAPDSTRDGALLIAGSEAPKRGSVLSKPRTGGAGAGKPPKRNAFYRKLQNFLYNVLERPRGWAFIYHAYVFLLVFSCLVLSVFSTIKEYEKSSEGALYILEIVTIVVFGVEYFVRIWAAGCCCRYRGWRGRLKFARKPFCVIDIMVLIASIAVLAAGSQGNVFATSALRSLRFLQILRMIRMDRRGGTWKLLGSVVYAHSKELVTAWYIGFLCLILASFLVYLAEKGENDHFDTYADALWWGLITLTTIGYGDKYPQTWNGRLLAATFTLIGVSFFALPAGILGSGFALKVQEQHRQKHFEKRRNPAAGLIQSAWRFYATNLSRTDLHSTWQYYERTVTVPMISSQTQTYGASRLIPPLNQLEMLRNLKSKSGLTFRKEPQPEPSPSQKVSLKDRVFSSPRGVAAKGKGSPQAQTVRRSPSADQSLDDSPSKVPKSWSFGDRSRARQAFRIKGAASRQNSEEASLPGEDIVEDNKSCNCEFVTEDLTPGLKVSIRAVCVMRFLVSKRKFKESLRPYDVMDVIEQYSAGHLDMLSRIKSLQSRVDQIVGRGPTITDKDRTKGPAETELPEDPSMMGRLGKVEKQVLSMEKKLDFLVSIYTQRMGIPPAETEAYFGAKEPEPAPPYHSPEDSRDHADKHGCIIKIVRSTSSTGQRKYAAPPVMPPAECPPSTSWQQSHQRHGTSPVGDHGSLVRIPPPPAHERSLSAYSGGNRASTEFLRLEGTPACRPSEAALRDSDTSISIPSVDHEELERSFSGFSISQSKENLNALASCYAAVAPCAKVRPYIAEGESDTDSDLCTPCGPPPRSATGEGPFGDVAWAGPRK
Starred values were filed as active, the others as inactive.

How did COc1cc(C(=S)N2CCOCC2)ccc1OC(=O)c1ccc(Br)cc1 do in these assays?
Kir21 inh: 1.1; KCNQ2 block: inactive

What do the screens show for `CCCn1nnc2ccccc2c1=O`?
Kir21 inh: -0.71; KCNQ2 block: inactive

How did CCCCOc1ccccc1NC(=O)Cn1c(-c2nonc2N)nc2ccccc21 do in these assays?
Kir21 inh: -0.93; KCNQ2 block: inactive

Results for O=C(c1cccs1)N1N=C(c2ccccc2)CC1c1ccccc1 (stereo not drawn) ?
Kir21 inh: 0.41; KCNQ2 block: inactive

Results for Cc1ccccc1S(=O)(=O)/N=C(/c1ccccc1)N(C)C ?
Kir21 inh: -0.39; KCNQ2 block: inactive

What do the screens show for `COc1ccccc1N1CCN(C(=O)c2ccncc2)CC1`?
Kir21 inh: 0.39; KCNQ2 block: inactive

What do the screens show for `O=P(OCC1CC1)(c1ccccc1)c1ccccc1`?
Kir21 inh: -1.89; KCNQ2 block: inactive

How did CCOc1cc(N2CCOCC2)c(OCC)cc1NC(=O)COC(=O)CCn1c(C)csc1=O do in these assays?
Kir21 inh: 1.18; KCNQ2 block: inactive

How did CC1CCCCC1NC(=O)c1cccc(N2C(=O)C3C4C=CC(C4)C3C2=O)c1 (stereo not drawn) do in these assays?
Kir21 inh: 0.08; KCNQ2 block: inactive

How did Cc1ccc2nsnc2c1NC(=O)COc1ccccc1 do in these assays?
Kir21 inh: 0.09; KCNQ2 block: inactive

Results for Cc1cc(C)cc(C(=O)Oc2coc(CSc3nnc(NC(=O)C4CC4)s3)cc2=O)c1 ?
Kir21 inh: 2.04; KCNQ2 block: inactive

How did CC1(C)Oc2ccc(C(=O)NC3CCCC3)cc2N(CC(=O)N2CCOCC2)C1=O do in these assays?
Kir21 inh: 1.46; KCNQ2 block: inactive

What do the screens show for `COc1ccc(N=Cc2c[nH][nH]c2=O)cc1`?
Kir21 inh: 0.35; KCNQ2 block: inactive

How did CCN(CCCNC(=O)c1ccc2c(c1)NC(=O)CN2C)c1cccc(C)c1 do in these assays?
Kir21 inh: -0.53; KCNQ2 block: inactive

Results for CN1CCN(c2nc(-c3ccccn3)nc3ccccc23)CC1 ?
Kir21 inh: 0.4; KCNQ2 block: inactive

Results for COc1cc(NS(=O)(=O)c2ccc(NC(=S)NC(=O)c3ccc(F)c(F)c3)cc2)nc(OC)n1 ?
Kir21 inh: 0.68; KCNQ2 block: inactive

What do the screens show for `COCCNC(=S)N1C2CCC1CC(NC(=O)NC13CC4CC(CC(C4)C1)C3)C2` (stereo not drawn)?
Kir21 inh: 1.8; KCNQ2 block: inactive

Results for COc1ccccc1OCCCCN1CCN(c2ccccc2OC)CC1 ?
Kir21 inh: 0.78; KCNQ2 block: inactive

How did CCc1nnc(NS(=O)(=O)c2ccc(NC(=O)c3ccccc3OC)cc2)s1 do in these assays?
Kir21 inh: 1.46; KCNQ2 block: inactive

What do the screens show for `COc1ccc(N2CCN(C(=O)c3ccc(N(C)S(=O)(=O)c4ccc(C)cc4)cc3)CC2)cc1`?
Kir21 inh: 0.2; KCNQ2 block: inactive

How did Nc1nc2nonc2nc1N do in these assays?
Kir21 inh: 0.31; KCNQ2 block: inactive

How did COc1ccc(-n2nc(C(=O)NCC(=O)NCCC3=CCCCC3)c3ccccc3c2=O)c(OC)c1 do in these assays?
Kir21 inh: -1.77; KCNQ2 block: inactive

What do the screens show for `Cc1cc[n+](CC(=O)c2ccc3c(c2)OCCO3)cc1`?
Kir21 inh: -0.87; KCNQ2 block: inactive

Results for COc1ccc(C(=O)NC(=S)N2CC(C)OC(C)C2)cc1 (stereo not drawn) ?
Kir21 inh: 1.41; KCNQ2 block: inactive

Results for CCCSc1cc(=O)n(-c2ccccc2)nc1C(=O)O ?
Kir21 inh: 1.43; KCNQ2 block: inactive

What do the screens show for `CSCC[C@H](NC(=O)c1cc([N+](=O)[O-])ccc1Cl)c1nc2ccccc2[nH]1`?
Kir21 inh: -1.58; KCNQ2 block: inactive

Results for COC(C(=O)NC1CCCCCCC1)c1ccccc1 (stereo not drawn) ?
Kir21 inh: -0.5; KCNQ2 block: inactive

Results for CCOC(=O)c1oc2cccc(O)c2c1CN(Cc1ccccc1)C(C)=O ?
Kir21 inh: -0.97; KCNQ2 block: inactive

Results for CCC(=O)c1ccc(OCC(O)CN2CCN(c3ccccn3)CC2)cc1 (stereo not drawn) ?
Kir21 inh: 0.74; KCNQ2 block: inactive

What do the screens show for `COc1ccc(N2CC(C(=O)N3CCOCC3)CC2=O)cc1` (stereo not drawn)?
Kir21 inh: -0.99; KCNQ2 block: inactive

How did CCN(CCNS(=O)(=O)c1ccc2c(c1)oc(=O)n2C)c1ccccc1 do in these assays?
Kir21 inh: -2.28; KCNQ2 block: inactive

How did COc1ccc(N2CC(C(=O)NC3CCSC3=O)CC2=O)cc1 (stereo not drawn) do in these assays?
Kir21 inh: -1.82; KCNQ2 block: inactive

Results for Cc1c(NC(=O)CN2C(=O)NC(C)(c3ccccc3Cl)C2=O)c(=O)n(-c2ccccc2)n1C (stereo not drawn) ?
Kir21 inh: 2.44; KCNQ2 block: inactive

Results for CCN(CC)C(=O)COc1ccc(/C=C(\C#N)S(=O)(=O)c2ccccc2)cc1OC ?
Kir21 inh: 0.41; KCNQ2 block: inactive

Results for Cc1cccc(-n2ncc3c(NCCCN4CCCC4=O)ncnc32)c1 ?
Kir21 inh: -0.89; KCNQ2 block: inactive

Results for O=C(Nc1nc(-c2cccc3ccccc23)cs1)c1ccc2c(c1)S(=O)(=O)c1ccccc1C2=O ?
Kir21 inh: 1.05; KCNQ2 block: inactive

Results for Cc1ccccc1NC(=O)CSCc1nc(N)nc(Nc2ccccc2C)n1 ?
Kir21 inh: 0.39; KCNQ2 block: inactive

Results for O=C(NCc1ccco1)c1ccc2c(c1)C(=O)N(Cc1ccccc1)C2=O ?
Kir21 inh: 0.43; KCNQ2 block: inactive

How did Cc1ccc2nc(NC(=O)Cn3nc(C)c([N+](=O)[O-])c3C)sc2c1 do in these assays?
Kir21 inh: 0.17; KCNQ2 block: inactive

What do the screens show for `CC(=O)c1cccc(NC(=O)c2ccc(NS(=O)(=O)c3c(C)noc3C)cc2)c1`?
Kir21 inh: -1.89; KCNQ2 block: inactive

Results for O=C(Nc1ccccc1[N+](=O)[O-])c1cc2ccccc2nc1Cl ?
Kir21 inh: 0.34; KCNQ2 block: inactive

Results for O=C(CCC(=O)N1CCOc2ccc(Cl)cc21)NCc1ccccc1 ?
Kir21 inh: -0.73; KCNQ2 block: inactive

Results for COC(=O)c1c(-c2cc(C)ccc2C)csc1NC(=O)C1CC=CCC1C(=O)O (stereo not drawn) ?
Kir21 inh: -0.65; KCNQ2 block: inactive

Results for Cc1cc(OC(=O)c2c(C)cc(OC(=O)c3c(C)cc(O)cc3O)cc2O)cc(O)c1C(=O)O ?
Kir21 inh: -0.75; KCNQ2 block: inactive

How did Cc1ccc(Cl)cc1N(CC(=O)NCc1ccccc1)S(C)(=O)=O do in these assays?
Kir21 inh: -0.01; KCNQ2 block: inactive

How did CCc1[nH]nc(C(=O)N2CCCC(C(=O)c3cccc(OC(C)C)c3)C2)c1C (stereo not drawn) do in these assays?
Kir21 inh: 0.02; KCNQ2 block: inactive

How did COc1cc(Cl)c(C)cc1NC(=S)NN do in these assays?
Kir21 inh: -0.19; KCNQ2 block: inactive

Results for COc1ccccc1C(=O)NC(=O)COC(=O)CN1C(=O)NC2(CCCCC2C)C1=O (stereo not drawn) ?
Kir21 inh: 0.26; KCNQ2 block: inactive

What do the screens show for `COc1ccccc1-c1cnn2c(NCc3ccccc3)cc(C)nc12`?
Kir21 inh: -1.6; KCNQ2 block: inactive

How did CC(=O)Nc1ccc(S(=O)(=O)NCC(=O)OCC(=O)N2CCc3ccccc32)cc1 do in these assays?
Kir21 inh: 1.26; KCNQ2 block: inactive

4 records drawn at random from those above, as already listed:
Results for O=C(CCC(=O)N1CCOc2ccc(Cl)cc21)NCc1ccccc1 ?
Kir21 inh: -0.73; KCNQ2 block: inactive

How did CC(=O)Nc1ccc(S(=O)(=O)NCC(=O)OCC(=O)N2CCc3ccccc32)cc1 do in these assays?
Kir21 inh: 1.26; KCNQ2 block: inactive

Results for COc1ccccc1C(=O)NC(=O)COC(=O)CN1C(=O)NC2(CCCCC2C)C1=O (stereo not drawn) ?
Kir21 inh: 0.26; KCNQ2 block: inactive

Results for O=C(Nc1ccccc1[N+](=O)[O-])c1cc2ccccc2nc1Cl ?
Kir21 inh: 0.34; KCNQ2 block: inactive

Next section:
Results for Cc1ccc(NC(=O)N(Cc2cccnc2)Cc2ccco2)cc1C ?
Kir21 inh: -1.78; KCNQ2 block: inactive

Results for C=CCN1C(=O)N(CC=C)c2cccc3cccc1c23 ?
Kir21 inh: -0.48; KCNQ2 block: inactive

Results for CSc1ccc(S(=O)(=O)NCc2ccc(Cl)cc2)cc1 ?
Kir21 inh: 0.07; KCNQ2 block: inactive

What do the screens show for `O=C1NC(c2ccc(Br)cc2)Oc2ccccc21` (stereo not drawn)?
Kir21 inh: -0.62; KCNQ2 block: inactive

Results for CC1(C(=O)OCC(=O)Nc2cccc(S(=O)(=O)NC3=NCCCCC3)c2)CC1(Cl)Cl (stereo not drawn) ?
Kir21 inh: 1.82; KCNQ2 block: inactive

What do the screens show for `C[n+]1ccccc1/C=C/c1ccc([N+](=O)[O-])cc1`?
Kir21 inh: 0.05; KCNQ2 block: inactive

Results for N#Cc1cc2c(nc1Cl)CCCC2 ?
Kir21 inh: -0.76; KCNQ2 block: inactive

How did COc1ccc(C(=O)N=c2sc3ccccc3n2C)cc1OC do in these assays?
Kir21 inh: -0.73; KCNQ2 block: inactive

How did C=CCn1c(=S)[nH]c2cc(C(=O)Nc3ccc(OC)c(OC)c3)ccc2c1=O do in these assays?
Kir21 inh: 0.23; KCNQ2 block: inactive

How did Cn1c(=O)c2c(SCC(=O)Nc3nccs3)nc(C3CC3)nc2n(C)c1=O do in these assays?
Kir21 inh: 1.12; KCNQ2 block: inactive

How did CCOC(=O)N1CCN(C(=O)c2noc(C(C)C)c2[N+](=O)[O-])CC1 do in these assays?
Kir21 inh: -0.35; KCNQ2 block: inactive

How did COC(C(=O)Nc1ccnn1C1CCN(Cc2cnn(C)c2)CC1)c1ccccc1 (stereo not drawn) do in these assays?
Kir21 inh: -1.55; KCNQ2 block: inactive

Results for COc1ccc(N=C2NC(=O)C(CC(=O)NCCc3ccc(OC)c(OC)c3)S2)cc1 (stereo not drawn) ?
Kir21 inh: 4.79; KCNQ2 block: inactive

How did CCC1CCCCN1C(=O)CSc1nc2c(cnn2-c2ccc(C)cc2)c(=O)[nH]1 (stereo not drawn) do in these assays?
Kir21 inh: -2.27; KCNQ2 block: inactive

Results for Nn1c(SC/C=C/c2ccccc2)nnc1-c1ccncc1 ?
Kir21 inh: 1.91; KCNQ2 block: inactive

Results for NC(=O)COc1ccccc1C(=O)O ?
Kir21 inh: -0.02; KCNQ2 block: inactive

Results for CC(=O)NS(=O)(=O)c1ccc(NC(=O)/C=C/c2ccccc2)cc1 ?
Kir21 inh: 0.46; KCNQ2 block: inactive

Results for COC(=O)c1cc(OC)c(OC)cc1NC(=O)c1ccc(C)cc1 ?
Kir21 inh: -1.16; KCNQ2 block: inactive

What do the screens show for `O=C(O)CCn1ncc2ccccc2c1=O`?
Kir21 inh: -0.02; KCNQ2 block: inactive

How did CC(C)(C)n1nnnc1C(c1cccs1)N(Cc1ccc(Cl)cc1)CC1CCCO1 (stereo not drawn) do in these assays?
Kir21 inh: -0.02; KCNQ2 block: -9.93*

As a working copy, some entries already given:
How did CCOC(=O)N1CCN(C(=O)c2noc(C(C)C)c2[N+](=O)[O-])CC1 do in these assays?
Kir21 inh: -0.35; KCNQ2 block: inactive

How did COC(C(=O)Nc1ccnn1C1CCN(Cc2cnn(C)c2)CC1)c1ccccc1 (stereo not drawn) do in these assays?
Kir21 inh: -1.55; KCNQ2 block: inactive

(more compounds)
What do the screens show for `COc1ccc(NC(=O)C23CCC(C2)C(C)(C)C3=O)cc1` (stereo not drawn)?
Kir21 inh: 0; KCNQ2 block: inactive

How did O=C(CSc1nc2ccccc2n1S(=O)(=O)c1ccccc1)N1CCCCC1 do in these assays?
Kir21 inh: 0.46; KCNQ2 block: inactive

What do the screens show for `COc1ccc(S(=O)(=O)Nc2c(C(=O)O)[nH]c3ccccc23)cc1OC`?
Kir21 inh: 1.59; KCNQ2 block: inactive

Results for Cn1c(OCc2ccc3c(c2)OCO3)nc2c1c(=O)n(Cc1ccc(Cl)c(Cl)c1)c(=O)n2C ?
Kir21 inh: -0.08; KCNQ2 block: inactive

How did Cn1c(SCC(=O)Nc2nc(C(C)(C)C)cs2)nnc1C1CC1 do in these assays?
Kir21 inh: 0.24; KCNQ2 block: inactive

Results for O=C(Nc1cccc(Cl)c1)Nc1ccnc(-c2cccnc2)n1 ?
Kir21 inh: -2.75; KCNQ2 block: inactive

How did O=S(=O)(NCC(c1cccnc1)N1CCOCC1)c1ccc(Cl)cc1 (stereo not drawn) do in these assays?
Kir21 inh: -0.08; KCNQ2 block: inactive

Results for C=CCn1c(COc2cccc3cccnc23)nnc1SCC(=O)OC ?
Kir21 inh: -0.79; KCNQ2 block: inactive

What do the screens show for `Cn1cccc1Cc1nnc(SCC(=O)NCc2ccccc2)n1-c1ccc(F)cc1`?
Kir21 inh: -1.05; KCNQ2 block: inactive

What do the screens show for `CCCCC(=O)NC(=S)NNC(=O)c1ccc(Cl)cc1Cl`?
Kir21 inh: -0.74; KCNQ2 block: inactive

Results for c1ccc(CSc2nnc3ccc(-c4ccncc4)nn23)nc1 ?
Kir21 inh: -0.41; KCNQ2 block: inactive

What do the screens show for `C=CCN1C(=O)CS/C1=N/c1nccs1`?
Kir21 inh: -0.43; KCNQ2 block: inactive

What do the screens show for `Cc1cc(=O)[nH]c(-c2cccs2)n1`?
Kir21 inh: -1.36; KCNQ2 block: inactive

Results for Cc1cc(Cl)ccc1Oc1nc(-c2ccc(F)cc2)ccc1C#N ?
Kir21 inh: -0.03; KCNQ2 block: inactive

How did Cc1cccc(C)c1OCC(O)CNC(C)c1ccccc1 (stereo not drawn) do in these assays?
Kir21 inh: -2.15; KCNQ2 block: inactive
